From PubChem
HT1080 IDH1KD tx: HT-1080 IDH1 knockdown cell toxicity (counter line); HT-1080 IDH1 knockdown viability, ATP luminescence, 48 h; Potency, µM (highest dose often 46.1 µM), inactives show at the top dose activity, negative = toxicity, hits mostly cytotoxic; actives 2% (n = 360,000);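 note: potency is the fitted concentration of half-maximal effect; 0% = DMSO wells and -100% = cell-free medium wells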
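Luminescent ATP read-out (CellTiter-Glo, 10 min at room temperature) after 48 h compound exposure at 37 °C gave viability of IDH1-knockdown HT-1080 cells. Activity was normalised to DMSO and cell-free wells, then fitted as concentration-response curves.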
KB-3-1 tox: kills parental KB-3-1 adenocarcinoma cells. KB-3-1 viability, CellTiter-Glo ATP luminescence, 72 h. Potency, µM (doses to about 46.1 µM), for inactives: at the highest dose activity change, negative = cytotoxic, actives largely listed as cytotoxic. actives 1.4% (n = 400,000). AID 1347075; note: potency is the fitted concentration of half-maximal effect; % is set by controls: 0 for no effect and ±100 for the full control effect; nearly all actives have a fitted effect of over 60% in size
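Cytotoxicity in the drug-sensitive parental line KB-3-1 was scored as loss of CellTiter-Glo luminescence following 72 h incubation with compound. Values come from curve fitting of normalized concentration-response data.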
ATXN2 expr inh: reduces ATXN2 reporter expression in HEK-293 cells; HEK-293 ATXN2-luciferase reporter, luminescence, 24 h; Potency, µM (top dose mostly 57 µM), without a hit: at the top dose activity change, negative = inhibition, usual class: inhibitors; actives 0.72% (n = 360,000); note: potency is the fitted concentration of half-maximal effect; % is set by controls: 0 for no effect and ±100 for the full control effect; nearly all actives have a fitted effect of over 55% in size
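ATXN2-luciferase reporter cells (luciferase flanked by upstream and downstream ATXN2 gene portions) were treated 24 h at 37 °C with compounds at up to 57 uM. SteadyGlo luminescence gave expression; GF-AFC fluorescence gave viability.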
HT1080-NT tox: kills 2HG-producing HT-1080-NT fibrosarcoma cells. actives 1.6% (n = 360,000). HT-1080-NT fibrosarcoma viability, CellTiter-Glo ATP luminescence, 48 h. Potency, µM (doses to about 46.1 µM), without a hit: top-dose activity, negative = less viability, hits mostly cytotoxic. AID 686970;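 note: NT is the 2HG producing partner of a matched IDH1 knockdown line; potency is the fitted concentration of half-maximal effect; 0% = DMSO-treated cells and -100% = media-only wells without cells; nearly all actives have a fitted effect of over 55% in size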
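Viability by CellTiter-Glo luminescence after 48 h compound exposure at 37C of HT-1080-NT cells (750/well, RPMI, 5% FBS). % activity scaled between DMSO wells and medium-only wells, then curve-fitted and categorized by curve class.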
IL-1B inflam inh: blocks inflammasome-driven IL-1 beta release. THP-1 LPS/ATP IL-1B secretion, AlphaLISA, 16 h; hits give low values. activity change, % at 57.5 µM. actives 4.7% (n = 360,000); in the data active = activity change below about -50%; inconclusive = mostly about -30% to -49%; note: % is set by controls: 0 for no effect and ±100 for the full control effect
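Secreted IL-1B measured by AlphaLISA bead assay after 16 h compound exposure of THP-1 cells; compounds (final up to 57.5 uM) added 1 h before LPS (250 ng/mL) and ATP (1.25 mM) stimulation; lower signal means less secretion.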
KB-V1 cytotox: kills drug-selected multidrug resistant KB-V1 cells; Potency, µM (top dose mostly 46.1 µM), for inactives: top-dose activity change, negative = cytotoxicity, hits mostly cytotoxic; KB-V1 MDR cells viability, CellTiter-Glo, 72 h; actives 3.4% (n = 400,000); note: potency is the fitted concentration of half-maximal effect; % is set by controls: 0 for no effect and ±100 for the full control effect; nearly all actives have a fitted effect of over 60% in size
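Cytotoxicity toward P-gp-expressing KB-V1 cells was determined as loss of CellTiter-Glo luminescence after 72 h at 37 degrees C. Compounds were tested in quantitative HTS format across a concentration range, with curves fitted to normalized data.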
SW480 rereplic: inducers of DNA re-replication in SW480 colon cancer cells | AID 624297 | SW480 DNA re-replication, Hoechst DNA content imaging, 48 h | Potency, µM (series often up to 46.1 µM), without a hit: top-dose re-replication activation, hits mostly activators | actives 1.8% (n = 340,000); note: potency is the fitted concentration of half-maximal effect; % of control where 0% means no effect; nearly all actives have a fitted effect of over 55% in size
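Treated cells incubate 48 hr (37 C, 5% CO2), are stained 40 min with Hoechst, and nuclear fluorescence is enumerated; a rise in nuclei with high DNA signal marks re-replication.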
MCF10A rerep: DNA re-replication induction in MCF 10a cells; MCF 10A DNA re-replication, Hoechst nuclear intensity, 48 h; Potency, µM (highest dose often 46.1 µM), for inactives: at the highest dose activity, positive = re-replication, actives largely listed as activators; actives 2.9% (n = 350,000); note: potency is the fitted concentration of half-maximal effect; % of control where 0% means no effect; nearly all actives have a fitted effect of over 50% in size
S2 tox: viability counter-screen for ATXN expression inhibitors; actives 0.49% (n = 400,000); S2 cells (HEK-293 line with an ATXN2-luciferase reporter) viability, CellTiter-Fluor protease fluorescence, 24 h; AID 651635; Potency, µM (top dose mostly 56.7 µM), usual class: cytotoxic; note: potency is the fitted concentration of half-maximal effect; nearly all actives have a fitted effect of over 40% in size
Numbers without * were called inactive; i = inactive; ? = inconclusive; . = no result given; & = joins results of further samples; [ ] = remark or other dose. Unless noted, calls come from the whole dose curve; as a rule, active = well fitted curve in the direction sought with a large enough effect; inconclusive = small, poorly fitted or top-dose-only effect, or another doubt; inactive = no such curve, though single readings can be large; an effect the other way counts as inactive or inconclusive.

Start of the data: the first 2 entries, to show the layout:
entry	SMILES	HT1080 IDH1KD tx	KB-3-1 tox	ATXN2 expr inh	HT1080-NT tox	IL-1B inflam inh
1	NC(=O)C1(N2CCCCC2)CCN(C2CC(=O)NC2=O)CC1 (stereo not drawn)	10%	16%	13%	11%	10
2	CNc1nc2c(Cl)cc(Cl)cc2s1	4%	-8%	1%	3%	-11

entry	KB-V1 cytotox	SW480 rereplic	MCF10A rerep	S2 tox
1	3%	-8%	0%	i
2	-2%	-22%	-5%	i

The list itself, repeating the preview:
entry	SMILES	HT1080 IDH1KD tx	KB-3-1 tox	ATXN2 expr inh	HT1080-NT tox	IL-1B inflam inh
1	NC(=O)C1(N2CCCCC2)CCN(C2CC(=O)NC2=O)CC1 (stereo not drawn)	10%	16%	13%	11%	10
2	CNc1nc2c(Cl)cc(Cl)cc2s1	4%	-8%	1%	3%	-11
3	Cc1cc(C(=O)OCC(=O)NC2CCCCC2)c(C)o1	9%	0%	6%	11%	4
4	COCCOC1CCN(C(=O)C2CCC(=O)N(Cc3cccc(F)c3)C2)CC1 (stereo not drawn)	9%	0%	7%	0%	-14
5	CCOC(=O)c1ccc(NC(=O)CSc2ccc(-c3sc(C)nc3C)nn2)cc1	.	7%	7%	.	.
6	COc1ccccc1Nc1nc(N)nc(-c2cc3ccccc3o2)n1	1%	-17%	49%[activator]	2%	-21
7	COc1ccc(Cl)cc1NC(=O)CN1C(=O)CCS(=O)(=O)c2ccccc21	7%	6%	8%	2%	24
8	COc1ccccc1CNC(=O)C1CCCN(S(=O)(=O)c2ccc3c(c2)oc(=O)n3C)C1 (stereo not drawn)	.	0%	-11%	.	.
9	CC1CCN(Cc2nc(Cl)c3c4c(sc3n2)CCC4)CC1	7%	5%	.	6%	-96*
10	NCCCCCc1cn([C@@H](CCC(=O)O)C(=O)NCCCCCCCCCCC(=O)N2CCNCC2)nn1	3%	16%	10%	0%	25

entry	KB-V1 cytotox	SW480 rereplic	MCF10A rerep	S2 tox
1	3%	-8%	0%	i
2	-2%	-22%	-5%	i
3	-8%	-2%	0%	i
4	-6%	-4%	4%	i
5	7%	.	.	?
6	?	?	?	i
7	31%	-5%	-13%	i
8	-9%	.	.	i
9	?	4%	1%	?
10	0%	5%	4%	i

Going on with the list.
entry	SMILES	HT1080 IDH1KD tx	KB-3-1 tox	ATXN2 expr inh	HT1080-NT tox	IL-1B inflam inh
11	CCCCOC(=O)c1ccc(NC(=O)c2nn(C)cc2Br)cc1	-29%	10%	-4%	-22%	?
12	CCc1ccccc1NC(=O)CN(c1ccccc1)S(=O)(=O)c1ccsc1C(=O)OC	.	-3%	-4%	.	.
13	COc1ccc(/C=C2\SC(=S)N(CC(=O)Nc3nnc(C)s3)C2=O)cc1	3%	1%	6%	26%	-13
14	Cc1n[nH]c(=S)n1-c1ccccc1	17%	0%	11%	4%	-2
15	CCOC(=O)C1(Cc2cccc(Cl)c2)CCCN(C(=O)CN2C(=O)CSC2=O)C1 (stereo not drawn)	-2%	-8%	19%	0%	10
16	O=C(Cn1ncn2nc(-c3ccccc3)cc2c1=O)NCc1ccccn1	1%	-5%	-14%	-2%	0
17	COCCNC(=O)[C@@H]1CSC2c3ccccc3C(=O)N21 (stereo partly drawn)	13%	2%	2%	3%	-20
18	COc1ccc(NC(=O)CN(C)C(=O)c2cccc(Oc3ccccc3)c2)cc1	-1%	-8%	.	1%	-4
19	CCCCCCCCOc1ccc(C2CC(=O)NC2=O)cc1 (stereo not drawn)	-1%	4%	.	0%	-3
20	O=C(N/C(=C\c1cccc([N+](=O)[O-])c1)C(=O)N1CCCCC1)c1cccs1	-7%	12%	4%	4%	-10

entry	KB-V1 cytotox	SW480 rereplic	MCF10A rerep	S2 tox
11	?	-2%	7%	i
12	-23%	.	.	i
13	17%	-7%	0%	i
14	15%	0%	3%	i
15	-20%	-3%	0%	i
16	-28%	1%	-12%	i
17	22%	-7%	1%	i
18	-15%	1%	3%	i
19	15%	2%	17%	i
20	-13%	0%	-2%	i

Next section
entry	SMILES	HT1080 IDH1KD tx	KB-3-1 tox	ATXN2 expr inh	HT1080-NT tox	IL-1B inflam inh
21	COc1ccccc1CNC(=O)c1nn(-c2ccc(C)cc2)c(=O)c2c1c1ccccc1n2C	?	-22%&-4%	9%&-2%	?	125
22	Cc1cc(Br)cc(C)c1NC(=O)c1sc2ncn(Cc3cccc(F)c3)c(=O)c2c1C	.	-17%	-3%	.	.
23	CCN(CC(=O)Nc1c(F)cccc1F)C(=O)c1cccnc1Sc1ccccc1	2%	-3%	1%	3%	-11
24	OCCC1CN(Cc2ccc(Oc3ncccn3)cc2)CCN1Cc1ccc(F)c(F)c1 (stereo not drawn)	-1%	-13%	5%	-1%	6
25	OCCC1CCCCN1CC(O)COCc1ccc(Cl)cc1 (stereo not drawn)	10%	3%	-5%	-2%	-22
26	CCOc1cc(C(=O)OC(C)C(=O)Nc2ncc(Cl)cc2Cl)ccc1OCC(=O)N1CCOCC1 (stereo not drawn)	-13%	0%	.	1%	-5
27	C/C(=N/NC(=O)Cc1cccc2ccccc12)c1cccs1	2%	-12%	-12%	-2%	1
28	COC(=O)c1c(SCC(=O)NC2CCCCC2)[nH]c2ccccc2c1=O	-7%	-16%	.	8%	10
29	Cc1ccc(-c2cc(C(=O)NCc3ccccc3)c3c(-c4ccc(C)cc4)[nH]nc3n2)cc1	.	3%	11%	.	.
30	Cc1ccc(C(O)c2ncc(-c3cccc(F)c3)[nH]2)cc1 (stereo not drawn)	9%	0%	17%	16%	9

entry	KB-V1 cytotox	SW480 rereplic	MCF10A rerep	S2 tox
21	-3%&-2%	-18%	11%	i
22	-5%	.	.	i
23	-1%	?	15%	i
24	0%	-6%	3%	?
25	4%	-8%	16%	i
26	5%	0%	?	i
27	?	1%	3%	i
28	-29%	-3%	0%	i
29	0%	.	.	i
30	-1%	.	.	i

Next section
entry	SMILES	HT1080 IDH1KD tx	KB-3-1 tox	ATXN2 expr inh	HT1080-NT tox	IL-1B inflam inh
31	c1ccc(-c2ccccc2OCCN2CCOCC2)cc1	10%	21%	10%	?	8
32	Cc1cc(SCC(=O)NCCN2C(=O)CSC2=O)nc2ccccc12	-1%	15%	5%	6%	4
33	O=C(OCC(=O)N(Cc1ccccc1)Cc1ccccc1)c1cccc(O)c1	24%	6%	15%	9%	2
34	O=C(NC1CCN(Cc2ccccc2)CC1)c1cncc(Br)c1	-1%	2%	-11%	-3%	-8
35	CCOC(=O)CN(C)Cc1cn(C)nc1-c1ccc(Oc2ccccc2)cc1	8%	-1%	-9%	0%	25
36	COc1ccc(-c2nnc(NC(=O)CS(=O)(=O)c3ccc(Cl)cc3)o2)c(OC)c1	10%	-12%	7%	1%	36
37	CCN(CC)CCN1C(=O)C(=O)/C(=C(/O)c2ccc(S(=O)(=O)N3CCOCC3)cc2)C1c1ccc(C(C)C)cc1 (stereo not drawn)	6%	-8%	10%	4%	-7
38	CN1CCN(c2cc3c(nn2)Oc2ccccc2N3C)CC1	.	.	42%[activator][25.6 µM]	.	.
39	O=C(CSC1=NCCS1)N1CCN(c2ccccc2)CC1	4%	-2%	30%	4%	?
40	CC(=O)N1CC(C)Sc2ccc(S(=O)(=O)NC3CCCCC3)cc21 (stereo not drawn)	-15%	-10%	-25%	-3%	10

entry	KB-V1 cytotox	SW480 rereplic	MCF10A rerep	S2 tox
31	22%	-3%	14%	i
32	-16%	-1%	-8%	?
33	-22%	1%	-4%	?
34	-13%	-7%	-4%	i
35	-6%	-8%	0%	i
36	16%	-2%	-2%	i
37	19%	-2%	-4%	i
38	.	-3%	3%	i
39	-13%	-7%	4%	i
40	-12%	14%	13%	i

Some of the entries above in a different format:
32. Cc1cc(SCC(=O)NCCN2C(=O)CSC2=O)nc2ccccc12
33. O=C(OCC(=O)N(Cc1ccccc1)Cc1ccccc1)c1cccc(O)c1

Compound | 32 | 33
HT1080 IDH1KD tx | -1% | 24%
KB-3-1 tox | 15% | 6%
ATXN2 expr inh | 5% | 15%
HT1080-NT tox | 6% | 9%
IL-1B inflam inh | 4 | 2
KB-V1 cytotox | -16% | -22%
SW480 rereplic | -1% | 1%
MCF10A rerep | -8% | -4%
S2 tox | ? | ?

Nos. 38–40, reprinted for reference:
entry	SMILES	HT1080 IDH1KD tx	KB-3-1 tox	ATXN2 expr inh	HT1080-NT tox	IL-1B inflam inh
38	CN1CCN(c2cc3c(nn2)Oc2ccccc2N3C)CC1	.	.	42%[activator][25.6 µM]	.	.
39	O=C(CSC1=NCCS1)N1CCN(c2ccccc2)CC1	4%	-2%	30%	4%	?
40	CC(=O)N1CC(C)Sc2ccc(S(=O)(=O)NC3CCCCC3)cc21 (stereo not drawn)	-15%	-10%	-25%	-3%	10

entry	KB-V1 cytotox	SW480 rereplic	MCF10A rerep	S2 tox
38	.	-3%	3%	i
39	-13%	-7%	4%	i
40	-12%	14%	13%	i

Next part
entry	SMILES	HT1080 IDH1KD tx	KB-3-1 tox	ATXN2 expr inh	HT1080-NT tox	IL-1B inflam inh
41	COCCn1c(SCC(=O)Nc2ccc3c(c2)OCCO3)nnc1-c1c[nH]c2ccccc12	-14%	27%	-3%	-5%	-2
42	CCNC(=O)Cn1c(=O)c(=O)n(Cc2ccccc2)c2ccc(Cl)cc21	4%	-6%	4%	7%	4
43	Oc1ccccc1Nc1nc(NCc2ccco2)c2ccccc2n1	-6%	0%	.	-13%	-63*
44	Cc1ccccc1OS(=O)(=O)c1cccc([N+](=O)[O-])c1	8%	7%	.	10%	27
45	CCOc1cc(CN2CCN(S(=O)(=O)Cc3ccccc3)CC2)ccc1OC	-5%	-16%	-25%	14%	15
46	C=Cc1ccc(Cn2c(=O)n(-c3ccc(C)cc3)c(=O)c3c2c2cc(OC)ccc2n3C)cc1	.	10%	-1%	.	.

entry	KB-V1 cytotox	SW480 rereplic	MCF10A rerep	S2 tox
41	-26%	-2%	-4%	i
42	1%	-9%	-9%	i
43	-8%	0%	?	i
44	-5%	.	.	i
45	?	-3%	11%	i
46	2%	.	.	i
